High-throughput results (PubChem BioAssay)
TAAR1 antag – antagonists of human TAAR1; AID 624466; actives 1.5% (n = 360,000); CHO RD-HGA16 TAAR1, Fluo-8 calcium fluorescence, antagonist; inhibition, % at 3 µM;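 active = inhibition above a per-plate cutoff, the mean inhibition of test compounds on that plate plus 3 SD, cut at about 49% in these data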;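 note: 0% = DMSO plus EC80 beta-PEA response and 100% = DMSO alone without agonist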
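Assay system: CHO-derived RD-HGA16 cells stably expressing human TAAR1 plus Gα16. Timing: 140 s kinetic read after compound, 140 s after agonist. Technique: kinetic Fluo-8 calcium fluorescence measurement. Measure: % inhibition of agonist calcium response.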
TAAR1 ag – agonists of human TAAR1; Q96RJ0; CHO RD-HGA16 TAAR1, Fluo-8 calcium fluorescence; vehicle wells 0%, saturating PEA agonist 100%; activation, % at 3 µM; actives 0.99% (n = 360,000); AID 624467;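 active = activation above the mean activation of all test compounds in the run plus 3 SD, cut at about 38% in these data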
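test system = CHO RD-HGA16 cells carrying human TAAR1 plus Gα16 | schedule = 17-24 h seeding, 75 min 37 °C dye, 30 min RT | compound dosing = 3 µM single concentration | control set = DMSO and PEA EC100 | replicates = n 1 | signal = Fluo-8 fluorescence, 5 s baseline then 140 s kinetic read | measure = percent activation vs PEA EC100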
V1R ag counter – counter-screen for oxytocin receptor agonists: human V1a receptor agonists. AID 2797. activation, % at 3 µM. actives 0.25% (n = 320,000). P37288. CHO-V1R cells, Fluo-8 calcium fluorescence, agonist mode; 0% DMSO, 100% 3 nM vasopressin;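 active = activation above the mean activation of all tested compounds plus 3 SD, per screening run, cut at about 20% in these data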;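 note: signal is peak over basal fluorescence ratio across a 100 second FLIPR read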
Target sequence (P37288 whole entry, looked up): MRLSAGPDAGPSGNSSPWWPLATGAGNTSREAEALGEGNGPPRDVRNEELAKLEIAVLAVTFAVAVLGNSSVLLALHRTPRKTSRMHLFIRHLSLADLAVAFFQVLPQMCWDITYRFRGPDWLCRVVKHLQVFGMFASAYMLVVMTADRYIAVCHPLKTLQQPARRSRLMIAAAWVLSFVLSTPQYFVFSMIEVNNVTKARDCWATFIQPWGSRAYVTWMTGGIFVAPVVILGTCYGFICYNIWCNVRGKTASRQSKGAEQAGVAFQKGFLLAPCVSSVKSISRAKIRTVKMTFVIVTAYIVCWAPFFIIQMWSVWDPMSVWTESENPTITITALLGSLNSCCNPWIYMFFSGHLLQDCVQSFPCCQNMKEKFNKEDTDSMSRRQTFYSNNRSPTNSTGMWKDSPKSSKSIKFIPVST
CHRM1 agonist – activates human CHRM1 receptor; activation, % at 3 µM; P11229; AID 588814; CHO-K1 hM1, Fluo-8 calcium fluorescence, agonist mode; 0% DMSO, 100% acetylcholine EC100; actives 0.33% (n = 360,000);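 active = activation above the run's mean compound activation plus 3 SD, cut at about 16% in these data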;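 note: peak over basal fluorescence ratio within a 140 s kinetic read after compound addition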
Target sequence (P11229 whole entry, looked up): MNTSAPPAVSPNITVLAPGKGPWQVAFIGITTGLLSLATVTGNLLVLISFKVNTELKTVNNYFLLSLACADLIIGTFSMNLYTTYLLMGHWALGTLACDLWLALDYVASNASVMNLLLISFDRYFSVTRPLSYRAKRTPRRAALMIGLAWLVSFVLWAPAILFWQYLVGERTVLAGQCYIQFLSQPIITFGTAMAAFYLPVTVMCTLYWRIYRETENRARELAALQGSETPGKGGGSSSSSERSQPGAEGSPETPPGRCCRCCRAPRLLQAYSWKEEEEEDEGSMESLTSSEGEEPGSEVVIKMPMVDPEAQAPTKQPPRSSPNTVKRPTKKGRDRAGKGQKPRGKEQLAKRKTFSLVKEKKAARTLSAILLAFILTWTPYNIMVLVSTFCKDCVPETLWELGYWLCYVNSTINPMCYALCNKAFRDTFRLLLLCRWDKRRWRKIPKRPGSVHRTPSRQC
CHO parental Ca – signal in parental CHO cells, OX1R antagonist counter-screen; actives 0.63% (n = 330,000); parental CHO-K1, ATP-induced calcium, Fluo-8 fluorescence; AID 463079; inhibition, % at 5.6 µM;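 active = inhibition above that plate's mean sample inhibition plus 3 SD, cut at about 26% in these data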;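 note: 0% = ATP-challenged DMSO wells and 100% = DMSO wells without ATP; some compounds past the cut are filed as inactive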
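Material: Parental CHO cells | Reagent: ATP | Compound dosing: Single nominal dose of 5.6 µM per compound | Detection: Intracellular calcium via Fluo-8 no-wash fluorescent dye | Read-out: % inhibition of ATP-induced calcium mobilization | Benchmarks: Low control ATP plus DMSO, high control DMSO only | Replicates: Singlicate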
M1 antag – blocks human M1 muscarinic receptor; inhibition, % at 3 µM; AID 588852; CHO-K1 hM1, Fluo-8 calcium fluorescence, ACh EC80 antagonist; actives 1.3% (n = 360,000);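 active = percent inhibition above its own plate's cutoff, namely the mean of that plate's compound wells plus 3 SD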;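 note: peak over basal fluorescence ratio during 140 s after agonist addition; 0% = ACh EC80 plus DMSO and 100% = DMSO alone without agonist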
OXTR potentiator – potentiates the human oxytocin receptor response | AID 2445 | actives 0.061% (n = 320,000) | CHO-OTR cells, Fluo-8 calcium fluorescence, potentiator mode; 0% = oxytocin EC15, 100% = EC100 | activation, % at 3 µM | P30559;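 active = activation above that plate's cutoff, the mean activation of tested compounds plus 3 SD, cut at about 6.6% in these data, passing the limit was not always enough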;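 note: 100% uses oxytocin at 75 nM as the full agonist control; some results filed as inactive read as strong as hits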
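System: human OTR in CHO cells / Also added: sub-maximal oxytocin, roughly EC15 / Control set: EC15 oxytocin low, 75 nM oxytocin high / Schedule: 6 min compound pre-incubation at room temperature, 100 s kinetic read / Compound: single-point 3.0 µM / Replication: singlicate / Technique: Fluo-8 calcium dye fluorescence / Read-out basis: % activation of max/min ratio relative to oxytocin controls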
CHRM1 PAM – potentiates human M1 receptor response to acetylcholine; CHO-K1 hM1, Fluo-8 calcium fluorescence, ACh EC20; 0% = ACh EC20, 100% = maximal ACh; activation, % at 3 µM; actives 0.088% (n = 360,000); in the data active = activation above about 19%, passing the limit was not always enough
OXTR ag – activates the human oxytocin receptor | CHO-OTR cells, Fluo-8 calcium fluorescence; normalized: DMSO 0%, oxytocin 100% | activation, % at 3 µM | actives 0.32% (n = 320,000) | AID 2435;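 active = activation above the mean of all tested compounds plus 3 SD, cutoff set per screening run, cut at about 20% in these data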;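 note: peak over basal fluorescence ratio from a 100 s FLIPR kinetic read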
* hit, by the source's call.

`CC(=O)Nc1ccc(S(=O)(=O)NCc2cn3ccsc3n2)cc1` gave TAAR1 antag -17, TAAR1 ag -1, V1R ag counter 1.2, CHRM1 agonist -6, CHO parental Ca -9, M1 antag -11, OXTR potentiator -5, CHRM1 PAM 11 and OXTR ag -0.2.
For CCC(CC)COC(=O)C1=C(C)NC(=O)NC1c1cccc([N+](=O)[O-])c1 (stereo not drawn) the results were TAAR1 antag -27, TAAR1 ag 0, V1R ag counter 5.3, CHRM1 agonist -6, CHO parental Ca -22, M1 antag -16, OXTR potentiator -2, CHRM1 PAM 8 and OXTR ag -2.5.
CCOC(=O)C1=C(COC(=O)Cc2ccccc2F)NC(=O)NC1C (stereo not drawn) was read as TAAR1 antag 6, TAAR1 ag 6, V1R ag counter 0.4, CHRM1 agonist -2, CHO parental Ca -6, M1 antag 4, OXTR potentiator -5, CHRM1 PAM -2 and OXTR ag 0.2.
For COc1ccc(/C=C/C(=O)NC2CCCCCC2)cc1S(=O)(=O)N1CCOCC1 the results were TAAR1 antag -5, TAAR1 ag 0, V1R ag counter 2.7, CHRM1 agonist -3, CHO parental Ca -10, M1 antag 8, OXTR potentiator -11, CHRM1 PAM -9 and OXTR ag 1.1.
`COC(=O)c1ccc(C(=O)NC(=S)Nc2nc3c(s2)CC(C)CC3)cc1` (stereo not drawn) gave TAAR1 antag -14, TAAR1 ag 2, V1R ag counter 1.2, CHRM1 agonist -6, CHO parental Ca -10, M1 antag 8, OXTR potentiator -4, CHRM1 PAM -1 and OXTR ag 0.7.
`c1cnc(N2CCN(c3ccc4ccccc4n3)CC2)nc1` gave TAAR1 antag -11, TAAR1 ag 3, V1R ag counter 3.4, CHRM1 agonist -8, CHO parental Ca -6, M1 antag 4, OXTR potentiator -7, CHRM1 PAM -13 and OXTR ag 1.6.
For O=C(CNS(=O)(=O)c1ccc2c(c1)OCCCO2)N1CCN(Cc2ccccc2)CC1 the results were TAAR1 antag -15, TAAR1 ag 1, V1R ag counter -0.1, CHRM1 agonist -5, CHO parental Ca -15, M1 antag -4, OXTR potentiator -1, CHRM1 PAM 4 and OXTR ag -0.2.
Screening COc1ccc(S(=O)(=O)N2CCN(C(C)C(=O)Nc3ccc(C(C)C)cc3)CC2)cc1 (stereo not drawn) returned TAAR1 antag -15, TAAR1 ag 0, V1R ag counter -0.2, CHRM1 agonist -6, CHO parental Ca 1, M1 antag -6, OXTR potentiator -9, CHRM1 PAM 9 and OXTR ag -1.7.
Screening Cc1ccc(S(=O)(=O)N(C)CC(=O)OCC(=O)NCCc2ccc(S(N)(=O)=O)cc2)cc1 returned TAAR1 antag 13, TAAR1 ag 2, V1R ag counter 0.9, CHRM1 agonist -1, CHO parental Ca -7, M1 antag -18, OXTR potentiator -7, CHRM1 PAM 12 and OXTR ag 0.2.
Screening O=C1OCc2cc(NC(=O)C3CCCCC3)ccc21 returned TAAR1 antag 6, TAAR1 ag 10, V1R ag counter 0.0, CHRM1 agonist -4, CHO parental Ca -11, M1 antag -2, OXTR potentiator -3, CHRM1 PAM -4 and OXTR ag 0.4.
For Cc1cccc(N2CCN(C(c3ccc(N(C)C)cc3)c3nnnn3C(C)(C)C)CC2)c1C (stereo not drawn) the results were TAAR1 antag 3, TAAR1 ag 18, V1R ag counter 0.9, CHRM1 agonist -2, CHO parental Ca -9, M1 antag 2, OXTR potentiator -16, CHRM1 PAM -9 and OXTR ag -0.3.
O=C(N/N=C/c1ccc(N2CCOCC2)o1)c1cccc(F)c1 was read as TAAR1 antag 11, TAAR1 ag 6, V1R ag counter -0.5, CHRM1 agonist -2, CHO parental Ca -4, M1 antag -9, OXTR potentiator -18, CHRM1 PAM 10 and OXTR ag 0.2.
O=C(Nc1c2c(nn1-c1ccccc1)CS(=O)(=O)C2)c1ccccc1Br was read as TAAR1 antag -8, TAAR1 ag 2, V1R ag counter 0.1, CHRM1 agonist -2, CHO parental Ca -11, M1 antag 4, OXTR potentiator 2, CHRM1 PAM 2 and OXTR ag 0.1.
COc1ccc(C(=O)CCS(=O)(=O)c2ccc(C)cc2)cc1OC was read as TAAR1 antag -7, TAAR1 ag 3, V1R ag counter 0.4, CHRM1 agonist -1, CHO parental Ca -21, M1 antag -4, OXTR potentiator -5, CHRM1 PAM 6 and OXTR ag -0.5.
For Cc1nc2ncnn2c(N2CCN(c3cccc(C(F)(F)F)c3)CC2)c1C the results were TAAR1 antag 6, TAAR1 ag 12, V1R ag counter 14, CHRM1 agonist -9, CHO parental Ca 12, M1 antag 25, OXTR potentiator -10, CHRM1 PAM -20 and OXTR ag 4.8.
Screening Cc1cc(C)c(S(=O)(=O)N2CCCC(C(=O)N3CCOCC3)C2)c(C)c1 (stereo not drawn) returned TAAR1 antag -28, TAAR1 ag 3, V1R ag counter 0.3, CHRM1 agonist -2, CHO parental Ca -12, M1 antag -6, OXTR potentiator -4, CHRM1 PAM 3 and OXTR ag -1.1.
For COc1cccc(/C=C2\N=C(c3c(-c4ccccc4)noc3C)OC2=O)c1 the results were TAAR1 antag -11, TAAR1 ag 12, V1R ag counter 0.1, CHRM1 agonist -1, CHO parental Ca -8, M1 antag -12, OXTR potentiator -8, CHRM1 PAM 1 and OXTR ag -0.2.
CCOC(=O)N1CCN(C(=O)c2ccc3c(=O)n(CCOC)c(=O)[nH]c3c2)CC1 was read as TAAR1 antag 0, TAAR1 ag 7, V1R ag counter 0.0, CHRM1 agonist -5, CHO parental Ca -12, M1 antag 28*, OXTR potentiator -5, CHRM1 PAM -8 and OXTR ag -0.4.
For O=C(C1=NN[C@@H]2C(=O)N(c3ccccc3C(F)(F)F)C(=O)[C@H]12)c1cnccn1 the results were TAAR1 antag -16, TAAR1 ag 1, V1R ag counter 0.3, CHRM1 agonist -2, CHO parental Ca -3, M1 antag 0, OXTR potentiator -10, CHRM1 PAM 5 and OXTR ag -0.7.
Cc1ccc(NC(=O)C(C)OC(=O)COc2cccc(C(F)(F)F)c2)cc1 (stereo not drawn) was read as TAAR1 antag 10, TAAR1 ag -1, V1R ag counter -0.5, CHRM1 agonist -7, CHO parental Ca -12, M1 antag -2, OXTR potentiator -12, CHRM1 PAM 7 and OXTR ag -1.1.
Screening O=C(Nc1nc2ccccc2n1CCN1CCOCC1)c1ccc(Cn2cc([N+](=O)[O-])cn2)o1 returned TAAR1 antag -5, TAAR1 ag 3, V1R ag counter 5.7, CHRM1 agonist -4, CHO parental Ca -8, M1 antag 11, OXTR potentiator -11, CHRM1 PAM -5 and OXTR ag 0.3.
`COc1ccc(-c2cc3nc(NCCNC(C)=O)n(C)c(=O)c3s2)c(C)c1` gave TAAR1 antag -9, TAAR1 ag 1, CHRM1 agonist -4, M1 antag -14 and CHRM1 PAM 13.
Screening Cc1ccc(-c2cc(C(=O)Nc3cc(C)on3)c3ccccc3n2)c(C)c1 returned TAAR1 antag 0, TAAR1 ag 1, V1R ag counter -0.1, CHRM1 agonist -6, CHO parental Ca -25, M1 antag -6, OXTR potentiator 0, CHRM1 PAM 2 and OXTR ag -0.7.
`COCc1cc(C)n(CC(=O)N/N=C/c2ccc(-c3ccc(Cl)c(C(=O)O)c3)o2)c(=O)c1C#N` gave TAAR1 antag 3, TAAR1 ag 0, V1R ag counter 1.4, CHRM1 agonist -7, CHO parental Ca -5, M1 antag 5, OXTR potentiator -4, CHRM1 PAM 6 and OXTR ag 0.4.
Screening C/C(=C\C(=O)c1ccc(Br)cc1)NNC(=O)c1ccccc1 returned TAAR1 antag -13, TAAR1 ag 1, V1R ag counter -0.4, CHRM1 agonist -3, CHO parental Ca -18, M1 antag -1, OXTR potentiator -9, CHRM1 PAM -1 and OXTR ag -1.4.
Screening CCc1ccc(OCC(=O)NC(=S)Nc2ccc(Br)c(C)n2)cc1 returned TAAR1 antag 7, TAAR1 ag 4, V1R ag counter 0.5, CHRM1 agonist -4, CHO parental Ca -7, M1 antag -4, OXTR potentiator -2, CHRM1 PAM -2 and OXTR ag 0.4.
NS(=O)(=O)c1ccc(CCNC(=O)CNC(=O)c2ccc(F)cc2)cc1 was read as TAAR1 antag 7, TAAR1 ag -1, V1R ag counter 0.2, CHRM1 agonist -1, CHO parental Ca 7, M1 antag -3, OXTR potentiator -4, CHRM1 PAM 1 and OXTR ag 1.1.
Nc1ccc(Cl)cc1C(=O)c1ccc[nH]1 was read as TAAR1 antag -10, TAAR1 ag 2, CHRM1 agonist -4, M1 antag -11 and CHRM1 PAM 7.
For COC(=O)c1ccc(CC(=O)c2c(C)cc(O)cc2O)o1 the results were TAAR1 antag -6, TAAR1 ag 6, V1R ag counter 1.9, CHRM1 agonist -2, CHO parental Ca -5, M1 antag 15, OXTR potentiator -5, CHRM1 PAM -5 and OXTR ag 1.4.
Screening Cc1sc2nc(SCC(=O)Nc3cccc(S(N)(=O)=O)c3)[nH]c(=O)c2c1C returned TAAR1 antag 5, TAAR1 ag -1, V1R ag counter 1.2, CHRM1 agonist -8, CHO parental Ca 3, M1 antag -2, OXTR potentiator 4, CHRM1 PAM 4 and OXTR ag 1.7.
Cc1ccc(CNc2ccc3c(c2)OCO3)c(C)c1 was read as V1R ag counter 2.5, CHO parental Ca 11, OXTR potentiator -4 and OXTR ag 5.0.
For OCC1(CO)COC(c2ccccc2)=N1 the results were TAAR1 antag 5, TAAR1 ag 15, V1R ag counter -0.5, CHRM1 agonist -1, CHO parental Ca 2, M1 antag -7, OXTR potentiator -3, CHRM1 PAM 9 and OXTR ag 0.7.
For Cc1ccc(N2C(=O)C3C4C=CC(CC4)C3C2=O)c([N+](=O)[O-])c1 (stereo not drawn) the results were TAAR1 antag 1, TAAR1 ag 1, V1R ag counter 0.6, CHRM1 agonist -2, CHO parental Ca 1, M1 antag -13, OXTR potentiator -8, CHRM1 PAM 7 and OXTR ag 0.3.

Of the compounds above, two have a Cl atom.
`COCc1cc(C)n(CC(=O)N/N=C/c2ccc(-c3ccc(Cl)c(C(=O)O)c3)o2)c(=O)c1C#N` gave TAAR1 antag 3, TAAR1 ag 0, V1R ag counter 1.4, CHRM1 agonist -7, CHO parental Ca -5, M1 antag 5, OXTR potentiator -4, CHRM1 PAM 6 and OXTR ag 0.4.
Nc1ccc(Cl)cc1C(=O)c1ccc[nH]1 was read as TAAR1 antag -10, TAAR1 ag 2, CHRM1 agonist -4, M1 antag -11 and CHRM1 PAM 7.
